# PriA SSB inh – blocks PriA binding to SSB C-terminal tail. AlphaScreen SSBct-PriA binding, biotinylated peptide. inhibition, % at 33 µM. hit rate 0.6% among 430,000; in the data active means inhibition mostly above about 37%, no sharp cut-off; inactive means mostly below about 20%;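 further: plate controls were negative control peptide for no effect and reference peptide for full effect; strong numbers were not always called active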
# Y pestis TopoI – inhibitors of Yersinia pestis topoisomerase I. hit rate 0.064% among 360,000. AID 504884. activity, % at 10 µM. Y. pestis Topo-I cleavage product accumulation, plate reader; in the data active means activity above about 50%, passing the limit was not always enough; inconclusive means no clear call, values can overlap the other calls; further: inactives centre near 2
# SARS 3CLpro inh – SARS-CoV 3CLpro protease inhibition; P0C6X7; AID 1706; hit rate 0.14% among 290,000; inhibition, % at 6 µM; recombinant SARS-CoV 3CLpro, quenched FRET peptide cleavage; in the data active means inhibition above about 12%
# Vc quorum ag – inducers of Vibrio cholerae quorum light production without autoinducers | hit rate 0.16% among 350,000 | V. cholerae BH1578 lux reporter, luminescence, 6 h | activation, % at 18.7 µM; in the data active means activation mostly above about 9.7%, no sharp cut-off; inconclusive means no clear call, values can overlap the other calls; inactive means mostly below about 3.7%; further: not every result past the cut was called active; inactives centre near 0; reference of the scale not given here
# PfHsp40 yeast – restores yeast growth despite PfHsp40 toxicity | S. cerevisiae expressing PfHsp40, growth rescue, ATP luminescence | growth rescue, % at 12.5 µM | hit rate 0.68% among 340,000 | AID 504582; in the data active means growth rescue above about 28%, passing the limit was not always enough; inconclusive means no clear call, values can overlap the other calls;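 further: yeast W303a lacking pdr1 and pdr3 grown in galactose medium; growth measured after three days at 30 °C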
# BoNT A protease – blocks Botulinum neurotoxin A light chain protease. multiplex microsphere protease substrate cleavage, flow cytometry. AID 588499. inhibition, % at 10 µM. hit rate 0.17% among 360,000; further: plate controls were buffer without enzyme for full effect and enzyme alone for no effect
# Anthrax LF prot – anthrax lethal factor protease inhibition; P15917; multiplex microsphere protease cleavage assay, LF; inhibition, % at 10 µM; hit rate 0.12% among 360,000; further: plate controls were buffer without enzyme for full effect and enzyme alone for no effect
# Target sequence (P15917 whole entry, looked up): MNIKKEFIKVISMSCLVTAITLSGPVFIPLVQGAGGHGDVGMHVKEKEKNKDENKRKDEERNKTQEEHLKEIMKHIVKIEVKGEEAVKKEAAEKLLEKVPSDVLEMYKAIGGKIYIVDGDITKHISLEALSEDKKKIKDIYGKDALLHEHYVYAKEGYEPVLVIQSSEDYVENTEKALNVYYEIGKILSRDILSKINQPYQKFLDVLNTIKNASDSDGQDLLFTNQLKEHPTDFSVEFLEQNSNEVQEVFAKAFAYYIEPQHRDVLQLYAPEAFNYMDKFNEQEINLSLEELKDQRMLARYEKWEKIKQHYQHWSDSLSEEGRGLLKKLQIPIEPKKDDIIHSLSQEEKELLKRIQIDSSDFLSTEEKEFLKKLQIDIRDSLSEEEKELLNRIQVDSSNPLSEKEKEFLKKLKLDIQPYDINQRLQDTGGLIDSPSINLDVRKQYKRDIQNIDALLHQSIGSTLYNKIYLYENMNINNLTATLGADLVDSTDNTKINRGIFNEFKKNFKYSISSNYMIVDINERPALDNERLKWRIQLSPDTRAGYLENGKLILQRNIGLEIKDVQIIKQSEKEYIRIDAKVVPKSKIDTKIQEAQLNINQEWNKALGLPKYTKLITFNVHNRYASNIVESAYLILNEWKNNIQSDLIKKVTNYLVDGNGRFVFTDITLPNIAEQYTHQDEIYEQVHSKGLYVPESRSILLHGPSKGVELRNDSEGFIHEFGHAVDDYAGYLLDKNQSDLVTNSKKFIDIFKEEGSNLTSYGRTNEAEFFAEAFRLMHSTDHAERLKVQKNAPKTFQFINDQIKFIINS
# TcdB GH inh – blocks C. difficile toxin B glycohydrolase activity; TcdB glycohydrolase enzymatic assay, plate reader; inhibition, % at 9.99 µM; hit rate 0.24% among 350,000; AID 652162; in the data active means inhibition above about 10%
# PrPC surface inh – reduces human prion protein on the cell surface. P04156. inhibition, % at 13.8 µM. AID 720596. cell surface PrPC, TR-FRET read-out. hit rate 0.43% among 370,000; in the data active means inhibition above about 24%; further: 0% = median of the test wells and 100% = reference compound wells
# Starred values were filed as active, the others as inactive; i = inactive; ? = inconclusive; nt = no result given; & = joins results of further samples. Unless noted, no stated cut-off is given here; in the data, active means inhibition above about 30%; inconclusive means no clear call, values can overlap the other calls; inactive means below that.
nr	smiles	PriA SSB inh	TcdB GH inh	Vc quorum ag	BoNT A protease	Anthrax LF prot	PrPC surface inh	SARS 3CLpro inh	PfHsp40 yeast	Y pestis TopoI
1	Cc1ccc(OCC(=O)NNC(=O)CCc2ccccc2)cc1	-11	0.2	i	-0.1	-1	-2	-2	-0.2	4
2	O=C(CCN=C1NS(=O)(=O)c2ccccc21)OCC(=O)c1ccccc1Cl	-10	1.0	-0.7	9.7	2	-9	nt	nt	0
3	Cc1cccc(S(=O)(=O)NC(Cc2c[nH]c3ccccc23)C(=O)O)c1 (stereo not given)	2	nt	-0.4	-0.5	0	-1	0	-0.9	1
4	Cn1c(SCC(=O)NCc2ccco2)nnc1-c1ccc(S(=O)(=O)N2CCOCC2)cc1	2	nt	4.0	-1.0	-6	17	0	1.0	5
5	CC(=O)c1cccc(NC(=O)C(C)OC(=O)c2ccc(-n3cnnn3)cc2)c1 (stereo not given)	2	0.9	i	1.8	8	1	nt	0.8	-4
6	CSCC[C@H](NC(=O)C1=NN(c2c(F)c(F)cc(F)c2F)C(=O)CC1)c1nc2ccccc2[nH]1	2	0.2	-0.5	0.3	-1	-3	1	-0.2	2
7	O=C(c1ccc(N2CCOCC2)c([N+](=O)[O-])c1)N1CCN(c2ccccc2F)CC1	17	10*	-4.3	0.0	-8	-20	nt	2.2	23
8	Cc1ccc(NC(=O)/C(=C\c2cccs2)NC(=O)c2ccccc2)cc1	11	nt	-2.6	0.3	0	-9	9	0.4	2
9	CCc1ccc(N(CC(=O)NCc2ccc(OC)cc2)C(=O)CCC(=O)Nc2ccccn2)cc1	-9	-1.9	-0.6	1.4	1	-4	2	-0.5	18
10	CC1=C(C(=O)OCc2ccccc2)C(c2ccoc2)C(C#N)=C(N)O1 (stereo not given)	6	nt	i	0.3	13	-4	-2	-0.4	5
11	Cn1c(SCc2ccccc2)nnc1-c1c[nH]c2ccccc12	-2	2.3	0.0	0.6	7	-5	2	-0.6	8
12	CCn1c2ccccc2c2nnc(SCC(=O)c3c(N)n(C)c(=O)n(C)c3=O)nc21	-7	1.4	i	-0.5	-3	-2	-4	-0.2	4
13	COCCNC(=O)C1CCN(S(=O)(=O)N2CCC3(CC2)OCCO3)CC1	-4	nt	-0.9	0.4	4	2	2	1.2	5
14	O=C1c2ccccc2CC1Sc1nnc(-c2ccccn2)o1 (stereo not given)	6	nt	i	0.2	0	-1	5	1.3	4
15	O=C1c2ccc([N+](=O)[O-])cc2C(=O)N1c1c[nH]c(=O)[nH]c1=O	-10	-1.0	-0.5	-0.3	-3	-6	-2	-2.0	3
16	CC1CCCCN1CC(O)COc1ccc(OCC(O)CN2CCCCC2C)cc1 (stereo not given)	-2	1.9	0.0	-0.4	5	-10	-2	-1.5	-3
17	CN(C)S(=O)(=O)c1ccc(NC(=O)COC(=O)c2ccccn2)cc1	-11	nt	-0.6	-1.2	-7	3	3	0.4	8
18	CCc1cc2cc(C)ccc2nc1SCC(=O)N1CC(=O)Nc2ccccc21	0	-0.5	i	-1.7	-1	6	4	4.3	34
19	Clc1cccc(Cl)c1-c1nnc2ccc(N3CCOCC3)nn12	11	nt	-3.7	-1.0	-2	2	-1	-1.4	-5
20	COc1ccc(-c2c([C@H]3[C@@H]4C=CCC[C@@]4(C)C(=O)N3Cc3ccccc3)ccc3ccccc23)cc1OC	-11	0.3	-3.7	-0.3	4	0	nt	44*	29

# Pulled by structure from the entries so far (2):
nr	smiles	PriA SSB inh	TcdB GH inh	Vc quorum ag	BoNT A protease	Anthrax LF prot	PrPC surface inh	SARS 3CLpro inh	PfHsp40 yeast	Y pestis TopoI
7	O=C(c1ccc(N2CCOCC2)c([N+](=O)[O-])c1)N1CCN(c2ccccc2F)CC1	17	10*	-4.3	0.0	-8	-20	nt	2.2	23
20	COc1ccc(-c2c([C@H]3[C@@H]4C=CCC[C@@]4(C)C(=O)N3Cc3ccccc3)ccc3ccccc23)cc1OC	-11	0.3	-3.7	-0.3	4	0	nt	44*	29

# (list continues)
nr	smiles	PriA SSB inh	TcdB GH inh	Vc quorum ag	BoNT A protease	Anthrax LF prot	PrPC surface inh	SARS 3CLpro inh	PfHsp40 yeast	Y pestis TopoI
21	Cc1cccc(NS(=O)(=O)c2ccc3c(c2)NC(=O)CO3)c1C	-32	0.5	-0.3	2.5	1	10	1	?	3
22	NC(=O)c1ccc(NC(=O)COC(=O)CC(NC(=O)c2ccccc2Cl)c2ccccc2)cc1 (stereo not given)	-1	2.2	-0.3	-0.8	-1	-5	1	1.4	-7
23	CC(C)C(N)c1csc(NC(=O)Nc2ccc(OC(F)(F)F)cc2)n1 (stereo not given)	nt	1.0	-1.1	-0.1	-9	-4	nt	nt	-16
24	CCCCc1ccc(-c2nn[nH]n2)nc1	nt	1.0	-6.0	-0.7	1	-3	nt	nt	6
25	Cn1c2c(sc1=O)CCC2	-2	1.8	-0.8	0.0	-2	2	nt	-0.1	-2
26	COc1ccc(Cl)cc1/C=C(\C#N)C(N)=O	-16	1.9	-0.6	-1.1	-2	6	1	-0.7	0
27	O=C(Cc1ccc(Cl)cc1)NCc1nc(-c2ccccc2)no1	nt	nt	i	-0.6	-1	nt	2	-1.0	1
28	Fc1ccccc1N1CCN(c2nnnn2-c2ccccc2)CC1	3	0.0	-0.5	-1.7	0	14	0	-1.8	20
29	COc1ccc(Nc2nc(Nc3ccc(OC)cc3)nc(-n3[nH]c(=O)c(C)c3C)n2)cc1	8	nt	i	2.1	-2	4	-2	-0.4	-1
30	O=CNc1cc(-c2cccc(F)c2)cn2c(-c3ccc(F)cc3)cnc12	nt	-0.1	-1.2	-0.4	-5	11	nt	nt	10
31	COc1ccc(C2CC(c3cccs3)Nc3nnnn32)cc1 (stereo not given)	-8	-0.1	i	-0.7	-2	2	-3	-0.5	1
32	O=C(Nc1ccncc1)Nc1cccc(Cl)c1	-9	1.2	1.0	6.0	2	7	-5	-0.6	-11
33	Cc1nc(Nc2cccc(O)c2)c2oc3ccccc3c2n1	-3	0.6	i	-2.3	-5	-1	-2	1.3	0
34	CCC(=O)NNc1nc2c(F)cccc2s1	-8&-4	0.3	-1.7	0.5	-4	-1	3	0.6	-8
35	COC(=O)CSc1nnc(CNC(=O)c2ccc(S(=O)(=O)N(C)C)cc2)n1C	-2	1.1	2.0	-0.8	1	4	4	-0.2	5
36	COc1cc(C(=O)Nc2nnc(CC(C)(C)C)s2)c([N+](=O)[O-])cc1OC	2	nt	-5.1	-0.2	-2	-5	2	0.6	7
37	O=C(N/N=C/c1c[nH]c2ccccc12)c1cc(-c2ccc(-c3ccccc3)cc2)n[nH]1	nt	nt	-0.2	-0.9	-9	18	7	0.9	-4
38	CCOc1ncccc1C(=O)Nc1ccc2c(C)cc(=O)oc2c1	-6	nt	i	0.0	2	5	1	-1.1	-1
39	O=C(NCc1ccco1)c1cc2nc(-c3ccc4c(c3)OCO4)cc(C(F)(F)F)n2n1	-8	nt	-0.4	1.9	?	-8	0	0.2	4
40	CN(C)c1nc(N(C)C)nc(N(C#N)Cc2ccc(Cl)cc2)n1	4	2.0	-1.4	-1.2	3	4	0	1.2	1
41	O=C1/C(=C\c2cc([N+](=O)[O-])ccc2O)SC(=S)N1Cc1ccc(Cl)cc1	-2	5.8	-0.1	-2.7	-7	0	5	-0.2	-27
42	C=CCn1c(SCC(=O)N2c3ccccc3Sc3ccccc32)nnc1-c1ccco1	8	-3.3	0.6	-6.1	-13	8	4	2.3	9
43	S=C(NCCc1ccccn1)Nc1ccc(Cl)c(Cl)c1	1	nt	-0.4	-0.4	1	-3	2	-1.9	2
44	N=C1/C(=C\c2ccc(SCc3ccco3)o2)C(=O)N=C2SC=NN12	6	nt	i	-2.9	-7	-2	-5	0.4	0
45	O=[N+]([O-])c1ccc(COP(=O)(O)OCc2ccc([N+](=O)[O-])cc2)cc1	-6	2.0&0.2	i	-1.4	-4	0&-1	nt	nt	-5
46	CCC(C)NC(=O)c1cc2c(=O)[nH]c3ccc(C)cc3c2s1 (stereo not given)	-8	0.1	i	-2.7	-6	0	1	-0.4	4
47	Cn1ccc(-c2ccccc2)n1	-10	-0.5	-0.4	-0.6	2	1	1	0.2	-12
48	COc1ccc(-n2cnc3cc(NS(=O)(=O)c4ccc(C)cc4)ccc32)cc1	nt	nt	-0.7	0.5	-8	nt	4	-1.0	25
49	CC(C)COc1nc2ccccc2nc1C(C#N)C(=O)NC1CCCCC1 (stereo not given)	-22	nt	1.2	3.4	1	4	5	-1.4	3
50	COc1ccc(C2=NOC(C(=O)Nc3c(C)n(C)n(-c4ccccc4)c3=O)C2)cc1OC (stereo not given)	4	1.5	nt	-0.4	-1	-8	1	-0.9	4
51	CC(NC1CCCC1)C(=O)Nc1ccccc1-c1ccccc1 (stereo not given)	-7	nt	5.0	-1.1	-7	5	-8	1.2	9
52	CCCNC(=O)C1(C)CCN(Cc2ccc(OCc3ccccc3)cc2)C1 (stereo not given)	nt	0.5	-5.0	-0.2	2	0	nt	nt	4
53	COC(=O)CN(c1ccc2c(c1)OCO2)S(=O)(=O)c1c(C)[nH]c(=O)[nH]c1=O	-4	-0.4	-2.1	2.0	2	-3	-2	-0.3	5
54	NC(=O)CCS(=O)(=O)CCN1CCN(S(=O)(=O)c2ccc3c(c2)CCC3)CC1	-13	1.4	-0.6	-2.9	-1	0	nt	0.2	1
55	CCOC(=O)CN1C(=O)C(O)(CC(=O)c2cccc(OC)c2)c2ccccc21 (stereo not given)	-4	nt	i	-0.6	-4	-16	0	-0.4	1
56	CCOC(=O)c1ccc(C(=O)OCC)nc1	-9	nt	i	0.6	5	2	3	0.3	-1
57	COc1ccc(/C=N/Nc2nc(-c3ccc(C)cc3)c(NC(C)=O)s2)cc1	i	-0.9	-0.6	3.2	8	6	4	-0.5	-13
58	COc1ccc2c(c1)CCCC(Br)C2=O (stereo not given)	-3	-1.4	i	0.0	-7	3	nt	-1.5	0
59	Fc1ccc(-c2nc3ccccc3[nH]2)cc1	-9	3.5	-1.0	0.5	2	-1	-4	-0.7	-1
60	Cc1nc(C)c(C(=O)OCC(=O)Nc2cccc(C)c2C)s1	3	0.4	0.0	-0.1	8	7	nt	0.6	3
61	COc1cc(C(=O)NCCOc2ccc(C)c(C)c2)cc(OC)c1OC	-4	0.0	-0.6	0.1	-6	6	5	4.9	20
62	CS(=O)(=O)N1CCC(NC(=O)Cc2ccccc2)CC1	-14	nt	i	-2.9	0	-4	1	7.3	7
63	Clc1ccc(-c2cn(-c3nc4ccccc4s3)nn2)cc1	nt	-0.3	nt	0.4	6	3	nt	nt	nt
64	CCCCCC1CCC(C(=O)O)CC1 (stereo not given)	-8	nt	i	-0.8	-19	1	9	-1.3	7
65	CC(C)Oc1ccc(C2CC(=O)N(c3ccc(N(C)C)cc3)C2=O)cc1 (stereo not given)	-5	nt	nt	1.8	-2	-3	4	7.3	2
66	O=c1cc(CN2CCc3ccccc3C2)nc2sccn12	1	nt	-0.5	1.8	0	-3	6	-0.2	0
67	O=C(CCNC(=O)c1ccc([N+](=O)[O-])cc1)Nc1ccc(F)cc1F	-5	0.9	0.5	-2.4	23	-26	3	0.4	4
68	CCC(C)NC(=O)C1CCC(=O)N(c2ccc3c(c2)OCO3)C1c1ccc(OC)cc1 (stereo not given)	0	3.0	-0.3	-0.4	-3	-5	-2	0.1	-4
69	O=C(O)c1ccc(N/N=C/c2cccc(C(F)(F)F)c2)cc1	nt	-3.7	i	1.3	10	16	9	64*	-2
70	O=C(COC(=O)c1cccc(S(=O)(=O)N2CCOCC2)c1)NCc1ccccc1	-8	2.3	nt	0.5	-3	-10	nt	-0.9	10
71	CCCCCC(=O)NC(=S)Nc1ccc2oc(=O)ccc2c1	-10	-0.8	-0.4	-1.6	-1	9	3	0.5	24
72	COc1cc2nc3n(c(=O)c2cc1OC)-c1ncccc1C(=O)NC3Cc1ccccc1 (stereo not given)	nt	1.8	-0.4	-0.2	0	6	nt	nt	10
73	ClCc1nnc(-c2ccccc2)o1	-9	0.0	1.1	-0.3	-1	1	1	-0.9	2
74	Cc1c(C(=O)NCc2cccc([N+](=O)[O-])c2)sc(=O)n1Cc1ccccc1F	nt	0.9	0.1	0.2	-5	-13	nt	nt	18
75	C[C@@H]1CN([C@H](C)CO)C(=O)CCCn2cc(nn2)CO[C@H]1CN(C)S(=O)(=O)c1ccc(Oc2ccccc2)cc1	nt	-1.0&-1.6	1.1	0.2	2	-3	nt	nt	19

# A portion of the library; count on the stated rates, not on these rows.
